Assay outcomes: PubChem, National Center for Advancing Translational Sciences (NCATS)
D2 antagonist = HTS Assay for Allosteric Antagonists of the Human D2 Dopamine Receptor: Primary Screen for Antagonists | 340,000 compounds, 2% hits | HEK293 TREx D2 cells, calcium flux, dopamine EC80 | D(2) dopamine receptor (Homo sapiens), P14416 | inhibition, % at 10 µM; in the data active means inhibition above about 30%; further: 0% is about no effect
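Cells plated overnight at 30 C with tetracycline; no-wash calcium dye, 30–90 min RT; 10 s baseline; compound pinned; 180 s read; EC80 dopamine added; another 180 s read.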
TRHR enhancer = qHTS for Small Molecule Agonists and Allosteric Enhancers of Human TRH Receptor: Primary Screen for Enhancers; Thyrotropin-releasing hormone receptor (Homo sapiens), P34981; TRHR cells, fluo-8 calcium fluorescence, EC20 TRH enhancement; 360,000 compounds, 0.66% hits; AID 493056, 2011; enhancement, % at 2 µM; in the data active means enhancement above about 30%; further: 0% is about no effect
Target sequence (P34981 whole entry, looked up): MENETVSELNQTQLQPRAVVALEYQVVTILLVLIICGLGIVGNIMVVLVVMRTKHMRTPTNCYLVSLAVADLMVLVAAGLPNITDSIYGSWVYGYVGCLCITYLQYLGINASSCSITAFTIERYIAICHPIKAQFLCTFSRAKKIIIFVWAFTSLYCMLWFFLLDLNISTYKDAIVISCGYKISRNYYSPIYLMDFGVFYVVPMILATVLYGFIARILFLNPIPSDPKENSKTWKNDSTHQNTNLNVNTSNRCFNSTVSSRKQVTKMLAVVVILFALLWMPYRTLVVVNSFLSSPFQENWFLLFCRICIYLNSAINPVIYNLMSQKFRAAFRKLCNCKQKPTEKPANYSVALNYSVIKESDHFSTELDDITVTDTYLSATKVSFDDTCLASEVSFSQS
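TRHR-expressing cells loaded with fluo-8 calcium dye were read kinetically (ex 480/em 530) during compound addition, then stimulated with an EC20 of TRH (10 nM final). Enhancement of the Gq-mediated intracellular calcium response was scored.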
TrxR1 substrate = qHTS Assay for Substrates of Mammalian Selenoprotein Thioredoxin Reductase 1 (TrxR1): qHTS; AID 588456, 2011; 390,000 compounds, 0.01% hits; Potency, µM (top dose mostly 114 µM), for inactives: at the top dose activity change, negative = substrate turnover; purified TrxR1 substrate turnover, NADPH consumption readout; further: potency means the concentration at half of the fitted maximal effect; on the % scale 0 is the no-effect control and ±100 the full control effect; nearly all actives have a fitted effect of over 50% in size
Target sequence (O89049 whole entry, looked up): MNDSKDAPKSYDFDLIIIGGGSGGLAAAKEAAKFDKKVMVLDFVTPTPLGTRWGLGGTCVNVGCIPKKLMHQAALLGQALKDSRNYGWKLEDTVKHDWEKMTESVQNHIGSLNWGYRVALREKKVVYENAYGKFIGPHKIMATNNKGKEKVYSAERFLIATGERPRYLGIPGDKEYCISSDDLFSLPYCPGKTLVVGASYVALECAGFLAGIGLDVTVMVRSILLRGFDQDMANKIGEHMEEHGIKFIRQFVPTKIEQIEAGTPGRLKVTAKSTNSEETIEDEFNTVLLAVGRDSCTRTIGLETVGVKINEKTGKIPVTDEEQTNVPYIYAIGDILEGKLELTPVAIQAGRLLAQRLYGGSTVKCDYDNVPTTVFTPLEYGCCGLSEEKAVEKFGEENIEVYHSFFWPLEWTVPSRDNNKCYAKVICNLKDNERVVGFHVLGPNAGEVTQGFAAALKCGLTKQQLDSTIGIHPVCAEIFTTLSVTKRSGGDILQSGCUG
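Rat TrxR1, dispensed at 90 nM, was prereduced with 400 uM NADPH (final) for 5 min at ~22 deg C, then incubated with compound 15 min before 400 uM selenite. A first-read NADPH fluorescence drop versus no-compound background flagged substrates.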
PI4K2A inh = qHTS for small molecular inhibitors of PI4K2A | purified PI4K2A, ADP-Glo luminescence, 1 h; hits give low values | AID 1346378, 2018 | activity change, negative = inhibition, % at 76.9 µM | Phosphatidylinositol 4-kinase type 2-alpha (Homo sapiens), Q9BTU6 | 420,000 compounds, 0.13% hits; in the data active means activity change below about -50%; inconclusive means mostly about -30% to -49%;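 further: -100% = wells without enzyme as full effect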
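ADP-Glo luminescence measured ADP generated by PI4K2A enzyme (4 ug/mL before mixing) with 1.2 mM PI substrate (pre-mix) and 300 microM ATP (pre-mix). Tris pH7.5 buffer with MgCl2, Triton X-100; 1 h reaction at ambient temperature.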
D2 agonist = HTS Assay for Allosteric Agonists of the Human D2 Dopamine Receptor: Primary Screen for Agonists | D(2) dopamine receptor (Homo sapiens), P14416 | HEK293 T-REx D2 cells, calcium flux agonist mode | activation, % at 2 µM | 340,000 compounds, 0.53% hits | AID 485358, 2010;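 active means activation over 3 SD above normal in the single-dose calcium agonist read, cut at about 30% in these data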; further: 0% is about no effect
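Calcium-flux readout, 1 cycle/sec over 180 s following compound pin transfer, in inducible HEK293 Trex D2 cells (force-coupled); dopamine controls included. Positive calcium responses during this window marked compounds as potential agonists.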
mIDH1 inhibitor = qHTS for Inhibitors of mutant isocitrate dehydrogenase 1 (IDH1): qHTS | IDH1-R132H enzyme, NADPH consumption, diaphorase/resazurin fluorescence | Potency, µM (titrated, usually from 76.6 µM), without a hit: at the top dose activity change, negative = inhibition, actives largely listed as inhibitors | 390,000 compounds, 0.093% hits | AID 602179, 2012; further: potency means the concentration at half of the fitted maximal effect; on the % scale 0 is the no-effect control and ±100 the full control effect; nearly all actives have a fitted effect of over 65% in size
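IDH1-R132H (0.5 ug/mL dispensed) in pH 7.5 Tris buffer was preincubated 30 min with compound, then given a substrate mix of 0.016 mM NADPH and 2 mM alpha-KG for 80 min at room temperature; remaining NADPH was read by diaphorase/resazurin fluorescence.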
USP1 inh = Inhibitors of USP1/UAF1: Primary Screen | Ubiquitin carboxyl-terminal hydrolase 1 (Homo sapiens), O94782 | recombinant USP1/UAF1, Ub-Rhodamine cleavage fluorescence | Potency, µM (series often up to 57.1 µM), without a hit: at the highest dose activity change, negative = inhibition, hits mostly inhibitors | 390,000 compounds, 0.23% hits | AID 743255, 2014; further: potency means the concentration at half of the fitted maximal effect; on the % scale 0 is the no-effect control and ±100 the full control effect; nearly all actives have a fitted effect of over 60% in size; inactives centre near -12
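Step one: compound is pinned into 1nM USP1/UAF1 in HEPES pH 7.8 buffer with TCEP. Step two: 15 min room-temperature incubation. Step three: Ub-Rho (150nM final) starts cleavage, tracked by fluorescence over six one-minute reads.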
TrxR1 inh = qHTS Assay for Inhibitors of Mammalian Selenoprotein Thioredoxin Reductase 1 (TrxR1): qHTS; Thioredoxin reductase 1, cytoplasmic (Rattus norvegicus), O89049; Potency, µM (top dose mostly 114 µM), for the others: at the highest dose activity change, negative = inhibition, hits mostly inhibitors; recombinant rTrxR1, NADPH fluorescence consumption, selenite substrate; 390,000 compounds, 1% hits; AID 588453, 2011; further: potency means the concentration at half of the fitted maximal effect; on the % scale 0 is the no-effect control and ±100 the full control effect; nearly all actives have a fitted effect of over 65% in size
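Rat TrxR1 (90 nM in the dispensed reagent) was pre-reduced with 400 uM NADPH for 5 min at room temperature, then incubated with compound for 15 min. After 400 uM selenite was added, NADPH fluorescence (Ex 340/Em 450 nm) was followed for 8 min.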
TRHR agonist = qHTS for Small Molecule Agonists and Allosteric Enhancers of Human TRH Receptor: Primary Screen for Agonists; 360,000 compounds, 0.18% hits; activation, % at 2 µM; Thyrotropin-releasing hormone receptor (Homo sapiens), P34981; TRHR cells, calcium flux fluo-8, FDSS agonist mode; in the data active means activation above about 30%; further: 0% is about no effect
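Read-out: compound-evoked intracellular calcium rise in TRHR cells, fluo-8 dye, kinetic FDSS fluorescence at 1 s/cycle following a 10-cycle baseline. Cells cultured overnight before dye loading (30 min–1.5 h, RT).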
* marks the source's active call; other numbers are inactive results; ? = inconclusive; . = no result given; [ ] = remark or other dose. Unless noted, the call rests on the fitted dose curve; in most records, active means well fitted inhibition curve with a large enough effect; inconclusive means small, poorly fitted or top-dose-only effect; inactive means no such curve, though single readings can be large or run the other way.

SMILES | D2 antagonist | TRHR enhancer | TrxR1 substrate | PI4K2A inh | D2 agonist | mIDH1 inhibitor | USP1 inh | TrxR1 inh | TRHR agonist
CCOC(=O)c1c(S(=O)(=O)Nc2ccc(F)cc2Cl)c(C)n(C)c1C | -8 | -4 | 2% | 1 | 0.1 | 10% | -22% | 16% | -0.3
CC(C)CC(=O)NC(=S)Nc1ccc(N2CCOCC2)c(Cl)c1 | 5 | 1 | -5% | 1 | 0.3 | 14% | -15% | ? | 1.1
COc1cc(-n2c(C)nc3cc(C(=O)O)ccc32)cc(OC)c1OC | 12 | -1 | 5% | -6 | -0.3 | -1% | -14% | 31% | 0.2
CC(=O)c1ccc(NC(=O)c2cn3c4c(ccc(Cl)c4c2=O)OC(C)C3)cc1 (centres undefined) | . | 7 | 3% | -1 | 0.2 | 10% | -11% | 21% | 0.5
O=c1c2ccccc2nc2c3ccccc3c3nncn3n12 | -4 | 0 | 15% | -9 | 1.2 | -2% | -20% | -7% | 0.1
COC(=O)[C@H](C)NC(=O)COc1ccccc1 | 5 | 3 | -2% | 1 | -0.4 | 9% | -5% | 5%[57.1 µM] | 0.6
Cc1cc(Oc2ccccc2)nc(N2CCOCC2)n1 | 4 | 10 | 10%[57.1 µM] | -3 | 0.1 | -1% | 0% | 6%[57.1 µM] | -0.1
Cc1scc(C(=O)NNC(=S)NC(C)c2ccccc2)c1C (centres undefined) | -3 | 1 | -1% | 3 | -1.2 | 8% | -5% | ? | 0.7
COc1ccc(C(=O)C[n+]2ccc3ccccc3c2C)cc1 | 10 | 3 | 7%[57.1 µM] | 3 | 15 | 4% | -17% | 27%[57.1 µM] | 7.6
COc1ccc(N(C(C)=O)S(=O)(=O)c2cccc3cccnc23)cc1 | . | -3 | 7%[57.1 µM] | 7 | . | 7% | 0% | -7% | -0.6
Cc1nn(C)cc1S(=O)(=O)N1CCN(c2ccc(F)cc2)CC1 | -8 | -5 | 6% | 4 | 0.0 | -10% | -22% | 15% | -0.7
CCc1ccc(NC(=O)CSc2ccnc(=O)[nH]2)cc1 | . | 3 | 2%[57.1 µM] | -7 | 0.3 | 21% | -16% | 25%[57.1 µM] | 0.3
COc1ccc(/C=N/NC(=O)CC#N)cc1Oc1nc(Cl)ncc1F | 5 | 11 | -8% | 1 | 1.0 | 1% | 5% | 0% | 1.0
Cc1cccc(C2c3[nH]c4ccccc4c3CCN2C(=O)c2cc(CC(C)C)nc(C)n2)n1 (centres undefined) | -31 | 18 | 2% | 3 | 0.9 | -13% | -18% | 11% | -0.4
O=C(NCCc1c[nH]c2ccccc12)OCCSS(=O)(=O)O | 4 | -7 | 14%[57.1 µM] | -11 | -1.4 | -11% | -23% | 30%[57.1 µM] | 0.4
Cc1cc(C)cc(-n2cnc3cc(C(=O)O)ccc32)c1 | -2 | 4 | 5%[57.1 µM] | 5 | -0.2 | -1% | -13% | 5%[57.1 µM] | 0.2
COc1cccc(C=C2SC(=S)NC2=O)c1 | . | . | 9%[11.4 µM] | 0 | . | 4% | -8% | -20%[11.4 µM] | .
CC(C)(O)[C@H](O)COc1c2occc2cc2ccc(=O)oc12 | -14 | 2 | -2% | 5 | 0.1 | -6% | 1% | -2% | 0.3
COc1ccc(OC)c(S(=O)(=O)N2CCN(C)CC2)c1 | . | 2 | 4% | 3 | . | 0% | -14% | 8% | 0.3
CCOc1ccccc1NC(=O)C1C2C=CC(O2)C1C(=O)O (centres undefined) | . | -2 | -4% | 12 | . | 6% | 4% | ? | 0.2

Next section, starting with the last 5 of the part before.
SMILES | D2 antagonist | TRHR enhancer | TrxR1 substrate | PI4K2A inh | D2 agonist | mIDH1 inhibitor | USP1 inh | TrxR1 inh | TRHR agonist
Cc1cc(C)cc(-n2cnc3cc(C(=O)O)ccc32)c1 | -2 | 4 | 5%[57.1 µM] | 5 | -0.2 | -1% | -13% | 5%[57.1 µM] | 0.2
COc1cccc(C=C2SC(=S)NC2=O)c1 | . | . | 9%[11.4 µM] | 0 | . | 4% | -8% | -20%[11.4 µM] | .
CC(C)(O)[C@H](O)COc1c2occc2cc2ccc(=O)oc12 | -14 | 2 | -2% | 5 | 0.1 | -6% | 1% | -2% | 0.3
COc1ccc(OC)c(S(=O)(=O)N2CCN(C)CC2)c1 | . | 2 | 4% | 3 | . | 0% | -14% | 8% | 0.3
CCOc1ccccc1NC(=O)C1C2C=CC(O2)C1C(=O)O (centres undefined) | . | -2 | -4% | 12 | . | 6% | 4% | ? | 0.2
COc1ccc(S(=O)(=O)N2CCCCC2)cc1NC(=O)Cc1ccsc1 | 30* | -4 | -6% | -5 | -0.5 | 0% | -20% | -1% | 0.2
Cc1nnc2ccc(N3CCCC3)nn12 | 14 | 6 | 1% | 4 | 0.4 | 14% | -10% | 4% | 0.4
COc1cccc(NC(=O)CSc2nc3scc(C)c3c(=O)[nH]2)c1 | -9 | 3 | -11% | -4 | -1.5 | -2% | -2% | 13%[57.1 µM] | 0.0
O=C(c1ccc(S(=O)(=O)N2CCOCC2)cc1)N(c1cccc(Cl)c1)C1C=CS(=O)(=O)C1 (centres undefined) | -8 | 2 | 4% | -3 | 0.4 | 4% | -6% | 16% | 0.3
CCc1cc2ccc(OC)cc2nc1SCC(=O)N1CCN(C(=O)c2ccco2)CC1 | -15 | -2 | 1% | 0 | 2.5 | 12% | -28% | -9% | -0.5
CCOc1ccc2[nH]c(=O)c(CN(Cc3ccc(C)cc3)C(=O)N3CCCC3)cc2c1 | 9 | -5 | 2% | 0 | 1.1 | 8% | -8% | -2% | -1.0
Cc1ccccc1Nc1nn2c(=O)c3ccc(C(=O)NCc4ccccc4)cc3nc2s1 | . | 0 | 5%[57.1 µM] | -9 | . | 22% | -6% | 17%[57.1 µM] | 0.3
Cc1ccc(/C=N/NC(=O)CNC(=O)c2ccc(C)c([N+](=O)[O-])c2)o1 | -24 | 4 | -5% | 0 | 0.1 | 15% | -1% | 5% | -0.8
CCOC(=O)NC1(NC(C)C)Oc2ccccc2O1 | 5 | 6 | 20% | 2 | 0.3 | 5% | -19% | -3% | -0.1
COc1ccc(Cn2c(CCC(=O)Nc3cccc(Cl)c3)nc3cccnc32)cc1 | . | 0 | 6% | 2 | -1.1 | 5% | -13% | 6% | -2.2
CCn1c(C(O)c2ccc(C)cc2)nc2ccccc21 (centres undefined) | 11 | 14 | 3%[57.1 µM] | 11 | -0.7 | 3% | -13% | 11%[57.1 µM] | -0.8
CC(NCC(=O)Nc1ccccc1C(=O)NC1CC1)c1ccc(S(N)(=O)=O)cc1 (centres undefined) | 4 | 3 | 2% | -3 | -0.4 | 0% | -9% | 23% | -0.5
O=C(c1cccc(C(F)(F)F)c1)C1CCCN(C(=O)CN2CCCC2=O)C1 (centres undefined) | -1 | 1 | 5% | 0 | -0.2 | 0% | -19% | 4% | 0.1
C[C@H](NC(=O)C1CC(=O)N(c2ccc(F)cc2)C1)C(=O)N1CCCCC1 (some centres undefined) | 1 | 5 | 4%[57.1 µM] | 1 | -0.8 | 0% | 0% | 7%[57.1 µM] | -0.9
Cc1cc(C)c(C(=O)c2ccc(C(=O)NC(C)(C)C)cc2)c(C)c1 | 40* | -8 | -1% | -4 | 0.1 | 1% | -6% | 22% | 0.6
CC(C)(C)NC(=O)CSc1nc2ccccc2n1-c1ccccc1 | 12 | -2 | 6%[57.1 µM] | -13 | 0.7 | 1% | -8% | 23%[57.1 µM] | -1.0
CCOC(=O)c1ccc(S(=O)(=O)NNC(=O)c2cccc(N(C)C)c2)cc1 | -5 | -1 | 5% | 2 | 1.3 | 6% | -11% | 15%[57.1 µM] | 0.7
COc1ccc(CCCc2nnc(SCC(=O)Nc3nc(C)cs3)n2C)cc1C | -1 | -9 | -4% | 3 | -1.5 | 7% | -7% | 4% | -0.8
Cc1nc2cc(-c3cccc(Cl)c3)nn2c(N2CCN(C(=O)c3ccco3)CC2)c1C | 4 | 4 | . | . | -0.4 | . | . | . | -0.3

Rows were taken by chance; 3.9% or so of the library scored in one or more.
